SRC1 inh – inhibits human SRC1 coactivator. HEK293 GAL4-SRC1 luciferase reporter, luminescence. Q15788. 360,000 compounds, 0.12% hits. AID 588354. inhibition, % at 3.6 µM;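 active = inhibition above the campaign mean plus 3 SD, with each screening campaign given its own cutoff, cut at about 60% in these data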;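 note: 0% = DMSO treated cells and 100% = gossypol at 36 µM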
COUP-TFII inh – NR2F2 (human) inhibition, primary screen. inhibition, % at 8.6 µM. AID 686940. P24468. 370,000 compounds, 0.7% hits. HEK293T NGFI-A luciferase reporter, luminescence;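 active = inhibition above a per-plate cutoff, mean inhibition of test wells between control levels plus 3 SD, cut at about 38% in these data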;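 note: cells cotransfected with COUP-TFII expression vector driving the NGFI-A reporter; 0% = median of COUP-TF2 test wells and 100% = reporter-only cells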
TROY signal inh – TROY signaling inhibition | Q293 LMP1-TROYcd NF-kB luciferase reporter, 4 h | inhibition, % at 10 µM | 360,000 compounds, 0.98% hits;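 active = compounds whose plate-normalised and pattern-corrected inhibition of the luciferase reporter signal at the single screening dose is 50% or more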
NR5A2 inv ag – NR5A2 inverse agonism in reporter assay; inhibition, % at 3.6 µM; O00482; HEK293T StAR-luciferase reporter, LRH-1 transfected, 24 h; 360,000 compounds, 0.13% hits;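 active = inhibition above the mean inhibition of all tested compounds plus 3 SD, cut at about 73% in these data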;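 note: 0% = DMSO wells and 100% = reporter-only cells lacking LRH-1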
SRC2 inh – human SRC2 (NCOA2) inhibition; AID 651957; 370,000 compounds, 0.17% hits; Q15596; HEK293 GAL4-SRC2 luciferase reporter, luminescence; inhibition, % at 9 µM;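 active = inhibition above the mean inhibition of all tested compounds plus 3 SD, set per campaign, cut at about 52% in these data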;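 note: 0% = DMSO treated cells and 100% = cells given Gossypol at 36 µM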
NOD2 RIPK2 PPI – inhibitors of human NOD2-RIPK2 interaction | inhibition, % at 4.98 µM | AID 624267 | CHO BLA complementation NOD2-RIPK2, CCF4 ratio | 360,000 compounds, 0.38% hits; in the data active = inhibition above about 21%;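 note: 0% = vehicle only and 100% = reference blocker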
SRC3 inh – human NCOA3 inhibition; HEK293 GAL4-SRC3 luciferase reporter, luminescence; inhibition, % at 3.6 µM; AID 588352; 360,000 compounds, 0.17% hits;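 active = inhibition above a per-campaign cutoff, the mean of all compounds plus 3 SD, cut at about 60% in these data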;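 note: 0% = DMSO-treated cells and 100% = gossypol-treated cells at 36 µM; higher means less SRC3-driven luciferase light from the GAL4 reporter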
EBV LMP1 NFkB – inhibitors of Epstein-Barr LMP1-induced NF-kappaB reporter; LMP1-induced NF-kappaB luciferase reporter cells, luminescence; inhibition, % at 12.5 µM; 350,000 compounds, 0.69% hits; AID 504558; in the data active = inhibition above about 41%;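 note: 0% = neutral control wells and 100% = reference inhibitor control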
TLR9-MyD88 block – blocks human TLR9 binding to MyD88 | 340,000 compounds, 0.21% hits | inhibition, % at 4.98 µM | AID 504734 | CHO BLA complementation TLR9-MyD88, CCF4 FRET ratio;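 active = inhibition above the mean over all tested compounds plus 3 SD, cut at about 21% in these data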;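 note: 0% = DMSO only wells and 100% = clavulanate BLA inhibitor control wells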
TWEAK-Fn14 inh – blocks TWEAK-Fn14 interaction in a reporter cell assay; TWEAK-stimulated Fn14 reporter cells, luciferase luminescence, 8 h; inhibition, % at 10 µM; 360,000 compounds, 2% hits; in the data active = inhibition above about 50%
C8 TRAIL sens – sensitizes caspase-8 expressing cells to TRAIL; NB7+C8 cells + TRAIL, ATPlite viability luminescence; inhibition (viability loss, TRAIL sensitization), % at 10 µM; 360,000 compounds, 1% hits;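 active = compounds causing at least 50% loss of cell viability in the single-dose screen, relative to plate controls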
The depositor's hits bear a star; · = no result given. These rows are one share of the data; rates above refer to the full screens.

SMILES	SRC1 inh	COUP-TFII inh	TROY signal inh	NR5A2 inv ag	SRC2 inh	NOD2 RIPK2 PPI	SRC3 inh	EBV LMP1 NFkB	TLR9-MyD88 block	TWEAK-Fn14 inh	C8 TRAIL sens
Cc1ccc(S(=O)(=O)N2[C@@H](Cc3ccccc3)CO[C@H]2CC(=O)c2ccc(F)cc2)cc1	·	8	·	8	5	4	·	·	·	·	-13
O=C(OCC(=O)N(C1CCCCC1)C1CCCCC1)c1ccncc1	9	-19	-8	3	4	-6	26	-2	-1	2	7
COC(=O)c1ccc(Cn2nnc3c(=O)[nH]c(C4CCCN(S(=O)(=O)c5cccc(Cl)c5)C4)nc32)cc1 (stereo unspecified)	11	-7	11	-12	0	-8	-18	11	-6	7	-3
CCN(CC)C(=O)c1ccc(-c2nnc(OC)c3ccccc23)cc1	-5	19	18	13	20	-2	13	-1	-13	-9	0
COc1ccc(NC(=S)Nn2cnnc2)cc1OC	-7	25	-10	7	1	4	7	5	9	17	-6
CCOC(=O)C1CCCN(C(=O)Cn2cccc2C(=O)c2ccccc2)C1 (stereo unspecified)	-5	2	30	25	-7	-8	-2	9	-2	99*	-14
C[C@H]1CNC(=O)C(=O)N1C[C@H](Cc1ccc(O)cc1)NC(=O)CC12CC3CC(CC(C3)C1)C2	-2	-5	-8	-18	-11	-1	8	-2	-1	-1	-9
Cc1[nH]c2ccccc2c1/C=N/NC(=O)c1cc(-c2ccccc2)n[nH]1	12	14	-19	0	5	-1	4	3	·	39	15
Cc1cccc(C(=O)NN/C=C/C(=O)c2ccccc2)c1	-13	3	-10	-17	-40	0	-16	-19	-15	4	12
Cc1ccc(CN2CCN(Cc3cnc(N4CCOCC4)s3)CC2CCO)cc1 (stereo unspecified)	-6	9	1	6	-6	-8	-23	9	4	-5	-3
COc1ccc2c(c1)C(=O)C(=O)N2CCS(=O)(=O)c1ccccc1	-3	-6	9	-14	5	3	-3	-12	-1	5	3
CCOc1ccccc1NC(=O)CSc1nnc(CNC(=O)c2cc(OC)c(OC)c(OC)c2)o1	13	-5	-9	19	10	6	24	6	7	-20	-15
FC(F)Sc1ccc(-n2cc(-c3ccccc3)[n+]3c2CCC3)cc1	9	5	-10	13	16	1	16	4	-10	-2	32
Cc1ccc(S(=O)(=O)N2CCC(=O)N(CCOCc3ccc(Cl)cc3)CC2)cc1	0	2	16	8	14	-4	-15	-2	3	15	-1
COc1ccc(CN(C2CCCCC2C)S(=O)(=O)c2ccc(S(=O)(=O)N(C)C)cc2)cc1OC (stereo unspecified)	5	12	-8	12	17	-7	2	-2	-10	12	-3
Cc1ccccc1OCc1nnc(SCc2cc(=O)[nH]c3ccccc23)n1-c1ccccc1	0	8	9	-18	5	-3	20	7	-5	4	-16
COc1ccc2c(-c3ccc(SC)cc3)c(-c3ccc(S(C)(=O)=O)cc3)sc2c1	0	-16	-9	22	-1	16	7	-6	-3	-19	3
Cc1cc([N+](=O)[O-])ccc1NC(=O)c1cccc(NC(=O)C(C)C)c1	-28	-21	-28	-55	-28	7	-17	15	-5	-45	2
CCOC(=O)N1CCN(C(=O)CN2C(=O)COc3ccc(S(=O)(=O)N4CCOCC4)cc32)CC1	7	1	-6	0	-5	-4	24	-3	5	-6	-15
CCC(=O)Oc1ccc2oc(=O)cc(C)c2c1	4	-41	-25	-12	-26	-4	10	6	-7	11	-8
O=[N+]([O-])c1ccc(NN=Cc2cccc3ccccc23)cc1	6	1	-18	18	1	-1	-6	-9	9	-11	4
CC(C)C(O)(C#CCN1CCCCC1)C(C)C	-1	1	6	6	8	8	6	-7	-1	-14	-5
CN(C(=O)COC(=O)c1ccc(=O)n(Cc2ccccc2)n1)C1CCS(=O)(=O)C1 (stereo unspecified)	-11	8	4	-16	-34	0	1	-1	0	-17	-9
O=C(/C=C/c1ccccc1)N1CCN(S(=O)(=O)c2ccc(F)cc2)CC1	10	14	6	5	-9	4	16	4	2	-3	-5
CCN(CC)S(=O)(=O)c1cc(NC(=O)CN2C(=O)NC3(CCCc4ccccc43)C2=O)ccc1C (stereo unspecified)	9	18	11	5	-15	-2	16	18	-5	-13	-2
O=C(Nc1nnc(CCN2CCCCC2)s1)c1ccccc1	-39	-23	-20	-20	-9	5	-14	3	0	4	5
Cc1nc2ccccc2c(C(=O)O)c1-c1ccccn1	-4	9	-2	6	6	-3	-3	3	-5	5	-8
O=C(NCCN1CCCCC1)c1ccc(=O)oc1	7	-4	0	2	2	-3	12	0	1	6	11
CCCCn1nc2cc(C(=O)NC3CCCc4ccccc43)ccc2c1OCC (stereo unspecified)	6	19	-11	10	-6	-8	0	4	1	-26	-5
Cc1ccc(NC(=S)NCC(O)c2ccccc2)c(C)c1 (stereo unspecified)	5	5	-6	-37	-10	-1	-7	-4	-10	8	8
Cc1ccc(O)c(-n2nc3ccccc3n2)c1	-82	-31	-29	-42	-45	7	-86	-31	2	-18	19
O=C(/C=C/c1ccc([N+](=O)[O-])cc1)NCc1cccs1	-24	-8	-40	0	-15	2	0	6	3	-29	-5
CCN(CC)S(=O)(=O)c1ccc(N2CCOCC2)c(NC(=O)COc2ccc(C#N)cc2)c1	2	-6	-4	7	-19	-14	8	8	2	-20	13
CCN(CC)S(=O)(=O)c1ccc(C)c(NC(=O)Cn2cnc3cc([N+](=O)[O-])ccc3c2=O)c1	0	8	-2	-13	17	-7	2	-11	1	-15	-3
O=C1NN(c2ccccc2)C(=O)/C1=C\c1cccc(OC(=O)c2cccs2)c1	0	-8	-13	4	-15	-10	9	-11	2	0	-2
O=C(Nc1nnc(S(=O)(=O)Cc2ccc(F)cc2)s1)c1ccccc1F	-3	2	-18	5	22	2	5	3	-7	8	-2
O=C(Nc1c(-c2ccccc2)nc2ccccn12)c1ccccc1	9	12	14	1	0	-6	21	1	-10	23	-6
NC(=O)CNC(=O)[C@@H]1CC2(CC(c3ccc(Cl)cc3)=NO2)CN1C(=O)c1ccc(Br)cc1 (stereo partly specified)	-7	-2	4	6	28	5	15	-4	5	11	-1
CCOC(=O)C1CCN(C(=O)Cn2c(=O)c3cccn3c3cccnc32)CC1	0	-2	22	-22	-14	-13	8	0	-3	20	3
CCCCn1c(N)c(N(CC(C)C)C(=O)CCCn2c(=O)oc3ccccc32)c(=O)[nH]c1=O	7	-1	7	19	-36	-3	10	2	8	10	-9

TWEAK-Fn14 inh, what is marked active above
mol | SRC1 inh | COUP-TFII inh | NR5A2 inv ag | SRC2 inh | NOD2 RIPK2 PPI | SRC3 inh | EBV LMP1 NFkB | TLR9-MyD88 block | TWEAK-Fn14 inh
CCOC(=O)C1CCCN(C(=O)Cn2cccc2C(=O)c2ccccc2)C1 (stereo unspecified) | -5 | 2 | 25 | -7 | -8 | -2 | 9 | -2 | 99*

Next part:
SMILES	SRC1 inh	COUP-TFII inh	TROY signal inh	NR5A2 inv ag	SRC2 inh	NOD2 RIPK2 PPI	SRC3 inh	EBV LMP1 NFkB	TLR9-MyD88 block	TWEAK-Fn14 inh	C8 TRAIL sens
COc1ccc(C(OC(=O)c2c(C)noc2C)C(=O)NC2CCCC2)cc1 (stereo unspecified)	-13	16	1	-21	-7	3	-5	0	8	-8	9
CCOc1ccc(C(=O)NCc2ccccn2)cc1	-6	·	-34	-19	·	4	-12	-22	0	-9	6
Cc1ccc(S(=O)(=O)N/N=C\c2cccnc2)cc1	5	-9	-10	9	10	-9	6	3	-3	6	3
CCCn1c(-c2cc(OC)c(OC)c(OC)c2)nc2nc3ccccc3nc21	-18	-7	-4	-1	-10	3	3	0	1	30	16
COc1ccccc1CNC(=O)C1CCN(S(=O)(=O)c2c(C)noc2C)CC1	-6	11	9	-3	-25	2	16	3	1	-20	-17
C/C(=N\NS(=O)(=O)c1ccc(C)c([N+](=O)[O-])c1)c1ccc2c(c1)OCO2	-9	-7	-30	-8	-21	-3	5	-4	2	-3	3
CC(C)C(NC(=O)OCc1ccccc1)C(=O)NC(Cc1ccc(O)cc1)C(=O)O (stereo unspecified)	-13	24	16	4	5	0	3	9	0	6	-3
COCCNC(=O)C(OC(=O)c1ccco1)c1ccc(OC)cc1 (stereo unspecified)	5	4	-6	2	-30	-2	-5	4	-3	5	1
CC(=O)Nc1ccc(N(C)C)cc1[N+](=O)[O-]	-24	-9	17	16	-46	-11	8	-1	2	2	2
C=C(C)COc1ccc(-c2ncnc(C(F)(F)F)c2-c2ccccc2)c(O)c1	5	16	17	-15	6	1	12	-6	-7	4	-3
COC(=O)c1c(NC(=O)/C=C/C(=O)O)sc(C)c1-c1ccc(C)c(C)c1	-7	-3	17	27	-1	-8	-6	-15	-5	38	-3

Filtered by structure: the compounds so far containing an aryl methoxy group.
SMILES	SRC1 inh	COUP-TFII inh	TROY signal inh	NR5A2 inv ag	SRC2 inh	NOD2 RIPK2 PPI	SRC3 inh	EBV LMP1 NFkB	TLR9-MyD88 block	TWEAK-Fn14 inh	C8 TRAIL sens
CCN(CC)C(=O)c1ccc(-c2nnc(OC)c3ccccc23)cc1	-5	19	18	13	20	-2	13	-1	-13	-9	0
COc1ccc(NC(=S)Nn2cnnc2)cc1OC	-7	25	-10	7	1	4	7	5	9	17	-6
COc1ccc2c(c1)C(=O)C(=O)N2CCS(=O)(=O)c1ccccc1	-3	-6	9	-14	5	3	-3	-12	-1	5	3
CCOc1ccccc1NC(=O)CSc1nnc(CNC(=O)c2cc(OC)c(OC)c(OC)c2)o1	13	-5	-9	19	10	6	24	6	7	-20	-15
COc1ccc(CN(C2CCCCC2C)S(=O)(=O)c2ccc(S(=O)(=O)N(C)C)cc2)cc1OC (stereo unspecified)	5	12	-8	12	17	-7	2	-2	-10	12	-3
COc1ccc2c(-c3ccc(SC)cc3)c(-c3ccc(S(C)(=O)=O)cc3)sc2c1	0	-16	-9	22	-1	16	7	-6	-3	-19	3
COc1ccc(C(OC(=O)c2c(C)noc2C)C(=O)NC2CCCC2)cc1 (stereo unspecified)	-13	16	1	-21	-7	3	-5	0	8	-8	9
CCCn1c(-c2cc(OC)c(OC)c(OC)c2)nc2nc3ccccc3nc21	-18	-7	-4	-1	-10	3	3	0	1	30	16
COc1ccccc1CNC(=O)C1CCN(S(=O)(=O)c2c(C)noc2C)CC1	-6	11	9	-3	-25	2	16	3	1	-20	-17
COCCNC(=O)C(OC(=O)c1ccco1)c1ccc(OC)cc1 (stereo unspecified)	5	4	-6	2	-30	-2	-5	4	-3	5	1
